Tau filament bind – qHTS Assay for Tau Filament Binding; recombinant tau filaments, thioflavin S fluorescence, 15 h; filaments grown with octadecylsulfate alongside compound; AID 596, 2007; 71,000 compounds, 2% hits; Microtubule-associated protein tau (Homo sapiens), P10636; Potency, µM (titrated, usually from 57.1 µM), for the others: top-dose activity change, negative = inhibition;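 further: potency means the concentration at half of the fitted maximal effect; on the % scale 0 is the no-effect control and ±100 the full control effect; actives lower thioflavin S fluorescence by blocking filaments or displacing dye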
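Read-out: ThS fluorescence, 450 nm excitation/510 nm emission; lower signal marks blocked filament formation or displaced dye. Tau at 1 uM with 30 uM ODS, 10 uM ThS, 5 mM DTT, 100 mM NaCl, 10 mM HEPES pH 7.4; 15 h, 37 C.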
Rhodamine fluor – qHTS Assay for Spectroscopic Profiling in Rhodamine Spectral Region | 59,000 compounds, 0.05% hits | Rhodamine-region fluorescence, 547/598 nm, Tris buffer; hits give high values | AID 594, 2007 | max dye-equivalent concentration, M; in the data active means max dye-equivalent concentration above about 11 nM; inconclusive means between about 1.1 nM and that limit
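A six-point rhodamine series on each plate calibrates the signal. Compounds sit in 100 mM Tris (pH 8.0) for 15 min at ambient temperature before imaging through 547 nm/598 nm filters.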
4-MU autofl – qHTS Assay for Spectroscopic Profiling in 4-MU Spectral Region. compound autofluorescence, 340/450 nm, 4-MU equivalents; hits give high values. max dye-equivalent concentration, M. 59,000 compounds, 11% hits; in the data active means max dye-equivalent concentration above about 10 nM; inconclusive means mostly about 1.1 nM to 9.6 nM
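Compounds in 100 mM Tris, pH 8.0, incubated 15 min at room temperature, then fluorescence read at 340 nm excitation/450 nm emission. Signal converted to 4-MU dye-equivalent concentration using an on-plate six-point 4-MU standard curve.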
Fluorescein autfl – qHTS Assay for Spectroscopic Profiling in Fluorescein Spectral Region; Compound autofluorescence, 480/540 nm, fluorescein-equivalent; hits give high values; max fluorescein-equivalent concentration, M; 59,000 compounds, 0.91% hits; AID 593, 2007; in the data active means max fluorescein-equivalent concentration above about 10 nM; inconclusive means between about 1.1 nM and that limit
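Read-out is intrinsic compound fluorescence at 480/540 nm (excitation/emission), expressed as dye-equivalent concentration using a fluorescein standard series run on every plate. Compounds sat 15 min at room temperature in 100 mM Tris, pH 8.0.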
Casp1 inh – qHTS Assay for Allosteric/Competitive Inhibitors of Caspase-1. Caspase-1 enzyme, Ac-WEHD-AFC fluorogenic rate. Potency, µM (titrated, usually from 57.5 µM), without a hit: at the highest dose activity change, negative = inhibition, usual class: inhibitors. 75,000 compounds, 0.03% hits;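 further: potency means the concentration at half of the fitted maximal effect; plate controls were vehicle for no effect and no substrate for full effect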
Luciferase inh – qHTS Assay for Inhibitors of Firefly Luciferase | Luciferin 4-monooxygenase (Photinus pyralis), P08659 | purified firefly luciferase, luminescence, 8 min | Potency, µM (titrated, usually from 57.1 µM), inactives show at the top dose activity change, negative = inhibition, most hits filed as inhibitors | 72,000 compounds, 2.2% hits; further: potency means the concentration at half of the fitted maximal effect; on the % scale 0 is the no-effect control and ±100 the full control effect; nearly all actives have a fitted effect of over 40% in size
Target sequence (P08659 whole entry, looked up): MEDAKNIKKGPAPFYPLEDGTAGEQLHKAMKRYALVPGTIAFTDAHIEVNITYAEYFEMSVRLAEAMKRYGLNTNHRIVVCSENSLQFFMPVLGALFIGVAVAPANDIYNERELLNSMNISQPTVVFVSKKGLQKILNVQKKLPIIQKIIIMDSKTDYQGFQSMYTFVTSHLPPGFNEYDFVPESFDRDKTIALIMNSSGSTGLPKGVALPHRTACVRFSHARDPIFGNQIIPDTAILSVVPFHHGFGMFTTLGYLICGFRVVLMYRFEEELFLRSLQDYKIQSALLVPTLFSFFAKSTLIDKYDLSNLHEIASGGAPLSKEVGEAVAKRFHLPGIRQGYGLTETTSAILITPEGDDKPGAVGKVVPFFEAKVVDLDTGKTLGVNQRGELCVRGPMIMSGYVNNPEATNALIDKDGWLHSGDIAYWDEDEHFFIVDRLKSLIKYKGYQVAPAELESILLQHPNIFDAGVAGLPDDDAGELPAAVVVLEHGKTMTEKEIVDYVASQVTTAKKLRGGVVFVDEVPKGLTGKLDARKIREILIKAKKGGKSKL
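Compounds were tested as concentration series (qHTS) against purified P. pyralis luciferase with luciferin and 10 uM ATP in 50 mM imidazole pH 7.2, 50 mM KCl, 7 mM MgCl2, 0.01% Tween 20, 0.05% BSA. Luminescence was read after 8 min at ambient temperature.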
A350 autofl – qHTS Assay for Spectroscopic Profiling in A350 Spectral Region. Compound autofluorescence, 340/450 nm, Alexa 350 dye-equivalents; hits give high values. max dye-equivalent concentration, M. 59,000 compounds, 11% hits. AID 590, 2007; in the data active means max dye-equivalent concentration above about 10 nM; inconclusive means mostly about 1.1 nM to 9.6 nM
Caspase-7 inhib – qHTS Assay for Allosteric/Competitive Inhibitors of Caspase-7 | AID 889, 2007 | 75,000 compounds, 0.02% hits | P55210 | Potency, µM (highest dose often 57.5 µM), without a hit: at the top dose activity change, negative = inhibition, hits mostly inhibitors | recombinant caspase-7, Ac-DEVD-AFC fluorescence rate; active means well fitted inhibition curve with a large enough effect in the main read-out, with a control signal flat, not every such curve was filed as active; inconclusive means small, poorly fitted or top-dose-only effect, or a change in a side signal; further: potency means the concentration at half of the fitted maximal effect; % of control where 0% means no effect
Target sequence (P55210 24-198 limits assumed): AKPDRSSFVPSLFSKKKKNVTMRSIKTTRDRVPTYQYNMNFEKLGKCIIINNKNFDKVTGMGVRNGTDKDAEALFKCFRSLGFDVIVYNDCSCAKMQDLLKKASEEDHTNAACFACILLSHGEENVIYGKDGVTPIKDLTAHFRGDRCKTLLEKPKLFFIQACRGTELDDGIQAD
Target sequence (P55210 207-303 limits assumed): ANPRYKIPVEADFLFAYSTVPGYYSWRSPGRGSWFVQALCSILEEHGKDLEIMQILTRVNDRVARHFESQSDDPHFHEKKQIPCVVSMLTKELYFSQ
ERK AVP block – qHTS Assay for Inhibitors of the ERK Signaling Pathway using a Homogeneous Screening Assay; HEK293-V1b, vasopressin-stimulated pERK AlphaScreen; Potency, µM (top dose mostly 57.5 µM), inactives show at the top dose activity, negative = inhibition, actives largely listed as inhibitors; 72,000 compounds, 0.99% hits; further: potency means the concentration at half of the fitted maximal effect; on the % scale 0 is the no-effect control and ±100 the full control effect; nearly all actives have a fitted effect of over 55% in size
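HEK293 cells stably expressing V1b receptor, preincubated 30 min at 37 °C with compound, then stimulated 5 min with 25 nM vasopressin. Phospho-ERK by AlphaScreen SureFire after 5 h RT; normalized to DMSO and vasopressin; AC50 by Hill fit.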
Texas Red fluor – qHTS Assay for Spectroscopic Profiling in Texas Red Spectral Region; max dye-equivalent concentration, M; Compound fluorescence, Texas Red channel, 547/618 nm; hits give high values; AID 587, 2007; 59,000 compounds, 0.06% hits; in the data active means max dye-equivalent concentration above about 10 nM; inconclusive means between about 1.1 nM and that limit
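Fluorescence at ex 547/em 618 nm, normalized against an on-plate Texas Red standard series to give dye-equivalent concentration per compound concentration. Buffer 100 mM Tris, pH 8.0; 15 min RT incubation before CCD imaging.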
HEK293 cAMP ctrl – qHTS Assay for Agonists of the Thyroid Stimulating Hormone Receptor: Activators of Intracellular cAMP Concentrations in Parental HEK 293. AID 938, 2007. 73,000 compounds, 2.5% hits. parental HEK293 CNG cAMP sensor, membrane potential fluorescence. Potency, µM (doses to about 57.1 µM), for inactives: top-dose activation, actives largely listed as activators; further: potency means the concentration at half of the fitted maximal effect; % of control where 0% means no effect; nearly all actives have a fitted effect of over 55% in size
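Parental HEK 293 cells stably expressing a modified CNG channel (no TSHR) report cAMP rise as membrane depolarization. Membrane potential dye with 100 uM RO 20-1724 was loaded for 60 min at room temperature, then compound added for 30 min; fluorescence read at 590 nm.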
* hit, by the source's call; i = inactive; ? = inconclusive; · = not tested or not shown; & = joins results of further samples; [ ] = remark or other dose. Unless noted, the call rests on the fitted dose curve; in most records, active means well fitted curve in the direction sought with a large enough effect; inconclusive means small, poorly fitted or top-dose-only effect, or another doubt; inactive means no such curve, though single readings can be large; an effect the other way counts as inactive or inconclusive. This is a subset; count on the stated rates, not on these rows.

SMILES	Tau filament bind	Rhodamine fluor	4-MU autofl	Fluorescein autfl	Casp1 inh	Luciferase inh	A350 autofl	Caspase-7 inhib	ERK AVP block	Texas Red fluor	HEK293 cAMP ctrl
CCOC(=O)c1cnn2c(N)c(C#N)nnc12	-15%	i	i	?	-1%	0%	?	0%	14%	i	1%
Cc1ccc(NC(=O)c2cc(S(=O)(=O)N3CCOCC3)ccc2F)c(C)c1	-3%	i	i	?	0%	-1%	i	0%	2%	i	1%
CCOC(=O)c1[nH]c(=O)c2ccccc2c1O	8%	i	3.1e-08M*	i	-5%	1%	2.7e-08M*	-12%	8%	i	5%
C[N+]1(C)CCC(OC(=O)C(c2ccccc2)c2ccccc2)CC1	?	i	i	?	0%&2%	0%&0%	i	2%&0%	5%&8%	?	-1%&8%
Cc1cc(N2CCN(c3ccccc3F)CC2)nc2cc(O)ccc12	0%	i	i	i	-1%	-1%	i	-1%	-22%	i	-3%
COCCn1c(Cc2ccccc2)nnc1SCC(=O)NC(C)C	-2%	i	i	?	-1%	-1%	i	-1%	4%	i	11%
O=S(=O)(c1cccc(S(=O)(=O)N2CCCC2)c1)c1cccc(S(=O)(=O)N2CCCC2)c1	20%	·	·	·	-3%	1%	·	-2%	-5%	·	5%
O=C(CCCn1c(=O)[nH]c2cc(Cl)ccc2c1=O)NCC1CCCO1 (stereo not given)	1%	i	i	i	2%	0%	i	1%	-10%	i	7%
COc1ncc2nc(-c3cn(C)c4ccccc34)c(=O)n(CCC#N)c2n1	64%	i	i	i	-12%	0%[11.4 µM]	i	-19%	-7%	i	13%
Cc1cc(C)c2c(=O)[nH]c(SCC(=O)Nc3ccccc3)nc2n1	-1%	i	?	i	0%	3%	?	4%	30%[activator]	i	22%
CS(=O)(=O)N(Cc1ccc(C(=O)NC2CCCCC2O)cc1)c1ccccc1 (stereo not given)	126%	·	·	·	0%	-1%	·	-1%	7%	·	8%
Fc1ccc(-n2cnnn2)c(F)c1	-14%	i	i	?	2%	1%	i	-1%	9%	?	-6%
CCN(CC)C(=O)N1CCC(NC(=O)Cc2ccccc2)CC1	-5%	i	i	i	0%	-2%	i	-1%	17%	i	6%
Cc1ccc(CCNC(=O)CCNS(=O)(=O)c2ccc3c(c2)oc(=O)n3C)cc1	-9%	i	i	i	1%	1%	i	-1%	5%	i	8%
CCOC(=O)COc1ccc(CCNC(C)=O)cc1	11%	i	i	i	-1%	1%	i	0%	3%	i	1%
CCN(CC)CCN1C(=O)C(=O)/C(=C(/O)c2ccc(F)cc2)C1c1cccnc1 (stereo not given)	·	i	i	?	·	1%[25.5 µM]	i	·	·	i	·
CC(NC(=O)c1cccnc1)C(=O)N1CCCCC1 (stereo not given)	-5%	i	i	?	-1%	4%	i	-2%	2%	i	17%
CN1C[N+]([O-])=C(c2ccccc2)C1(C)C	5%	·	·	·	0%	2%	·	-1%	-9%	·	4%
O=C(Cc1c(F)cccc1Cl)N1CCCC1	0%	i	i	i	-2%	-1%	i	2%	-13%	?	9%
CC1CCCCN1C(=O)C12CCC(C)(/C(=N/O)C1)C2(C)C (stereo not given)	·	i	i	?	·	0%[25.5 µM]	i	·	·	i	·
COCC(=O)NCc1nc2ccccc2[nH]1	-3%	i	i	i	0%	0%	i	-2%	15%	?	-2%
CC(=O)OCCN(CCOC(C)=O)c1c(C)[nH]c(=O)[nH]c1=O	2%	·	·	·	1%	1%	·	2%	11%	·	-3%
CCOC(=O)N1CCC(NC(=O)c2cc(C(=O)Nc3ccc(OCC)cc3)ccc2CO)CC1	134%	i	i	i	0%	-2%	i	1%	?	i	8%
CCOC(=O)c1cnn(-c2nc(-c3ccccc3)nc3c2COC(C)(C)C3)c1N	5%	i	i	?	1%	3%	i	0%	-12%	i	21%
CC=C(Cl)Cl	7%	·	·	·	-3%	·	·	1%	6%	·	?
c1ccc2c(c1)C(=Nc1ccc(N=C3c4ccccc4-c4ccccc43)cc1)c1ccccc1-2	-1%[11.4 µM]	i	i	i	0%[11.5 µM]	3%[11.4 µM]	i	-2%[11.5 µM]	-8%[11.5 µM]	?	-1%[11.4 µM]
O=C(Cc1c(O)c2ccccc2[nH]c1=O)NCc1cccc(F)c1	-1%	i	i	?	-1%	0%	i	-1%	-18%	i	3%
O=S1(=O)N[C@H]2CC[C@@H]3NS(=O)(=O)N[C@H]4CC[C@H](N1)N4S(=O)(=O)N23	3.2µM*	i	i	?	1%[11.5 µM]	1%[11.4 µM]	i	-18%[11.5 µM]	-25%[11.5 µM]	i	4%[11.4 µM]
CCOc1ccccc1OCC(=O)OCC(=O)Nc1ncc(Cl)cc1Cl	-5%	i	i	i	-2%	2%	i	0%	20%	i	?
CC(C)(C)C(=O)COC(=O)c1ccc(O)cc1	1%	i	i	i	-1%	-12%	i	-1%	?	i	16%
O=C(NC1CCCCC1)C1CCN(C(=O)NCc2ccccc2)CC1	-4%	i	i	?	-2%	1%	i	0%	2%	i	-2%
C=CC(=O)NC(C)C	8%	·	·	·	-2%	·	·	1%	-5%	·	14%
c1ccc(Cn2nnc3c(N4CCC5(CC4)OCCO5)ncnc32)cc1	2%	i	i	?	0%	0%	i	0%	-13%	?	?
Cc1nn(CC(=O)Nc2cccnc2N2CCOCC2)c(=O)c2ccccc12	-1%	i	i	?	1%	-1%	i	-2%	28%	?	?
CN1c2ccccc2C(C)(C)C12CCCC(=O)N2 (stereo not given)	-12%	i	i	?	-10%	0%	?	-10%	1%	i	3%
CCCOc1ccc2c(C)c(CC(=O)OC)c(=O)oc2c1	-2%	i	5.4e-08M*	i	2%	-8%	5.1e-08M*	0%	-16%	?	22%
O=C(CCCc1nc(-c2ccccc2)no1)N1CCOCC1	-2%	i	i	i	0%	5%	i	0%	4%	i	4%
O=C(CSc1nc(-c2ccc(F)cc2)cc(C(F)(F)F)n1)NCCN1CCOCC1	-6%	i	i	?	0%	1%	i	0%	-15%	?	7%
O=C(Nc1ccc(Cl)cn1)Nc1cccs1	-19%	i	i	?	-2%	-16%	i	-2%	-4%	i	5%
CC[C@@H]1CC(=O)N(SC[C@H](N)C(=O)O)C1=O	-3%[11.4 µM]	i	i	i	-2%[11.5 µM]	1%[11.4 µM]	i	0%[11.5 µM]	-9%[11.5 µM]	i	1%[11.4 µM]
O=C(O)CCc1ccc(-c2cccs2)o1	-5%[11.4 µM]	·	·	·	-4%	-3%	·	-5%	-6%	·	22%[11.4 µM]
CCCCn1nnnc1NCc1ccc(OC)c(OC)c1	1%	i	i	i	0%	-1%	i	1%	-28%	i	4%
C=CCN(CC=C)C(=O)CN1C(=O)c2ccccc2C1=O	1%	i	i	i	2%	0%	i	2%	9%	i	-2%
c1ccc(CSc2nnnn2-c2cccc3ccccc23)nc1	6%	i	i	i	1%	3%	i	-4%	-17%	i	6%
O=C(CN1CCC(C(=O)c2ccc3c(c2)OCCO3)CC1)NC1CCCC1	-3%	i	i	?	-2%	0%	i	3%	2%	?	8%
CNC(=O)OC(C)CNS(=O)(=O)c1ccc(C)cc1 (stereo not given)	-4%	i	i	i	0%	3%	i	0%	-9%	i	2%
COc1ccc(OC)c(C(=O)COC(=O)c2ccccc2O)c1	0%	i	i	i	-3%	-2%	i	-4%	-1%	i	25µM*
O=C(CSc1nc2ccccc2o1)NC(=O)NCc1ccco1	4%	i	1e-08M*	?	1%	0%	1.3e-08M*	5%	2%	?	4%
CC1CCN(CCNC(=O)c2ccc(NC(=O)C3CCCO3)cc2)CC1 (stereo not given)	1%	i	i	i	3%	0%	i	-1%	20%	?	-3%
CCOC(=O)N1CCC(N2Cc3cccc(C(=O)NCc4ccccc4OC)c3C2=O)CC1	-14%	i	i	?	-1%	1%	i	-2%	10%	i	6%
COCCn1c(-c2cc(OC)c(OC)c(OC)c2)nc2nc3ccccc3nc21	0%	i	1.4e-08M*	i	-3%	3%	1.9e-08M*	-1%	9%	i	0%
CC(C)OC(=O)CSc1nnc2n1C(C)(C)Cc1ccccc1-2	-5%	i	i	?	2%	-14%	i	-1%	-12%	i	22%
COc1cccc(CN=CC2=C(O)CC(C)(C)CC2=O)c1OC	-9%	·	·	·	-2%	1%	·	-2%	2%	·	22%
Cc1[nH]n2c(=O)cc(Cc3ccccc3)nc2c1C#N	14%	i	i	i	0%	6%	i	0%	32%	i	19%
CCn1c(Cc2ccccc2)nnc1SCC(=O)Nc1ccc(N2CCOCC2)c(Cl)c1	5%	i	i	?	-1%	?	i	0%	4%	?	14%
